HTR5A inv ag = HTR5A inverse agonists in luminescence cell assay, primary screen, counter-screen for OPRM1-OPRD1 heterodimer inverse agonist project, full-deck HTS. 5-hydroxytryptamine receptor 5A (Homo sapiens), P47898. HTR5A cell line, inverse agonism. inhibition, % at 9.3 µM. 340,000 tested, 0.083% active; in the data active means inhibition mostly above about 23%, no sharp cut-off; inactive means mostly below about 18%;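 further: 0% = cells with DMSO and 100% = no-cell wells with DMSO; some compounds called inactive have numbers as strong as hits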
Target sequence (P47898 whole entry, looked up): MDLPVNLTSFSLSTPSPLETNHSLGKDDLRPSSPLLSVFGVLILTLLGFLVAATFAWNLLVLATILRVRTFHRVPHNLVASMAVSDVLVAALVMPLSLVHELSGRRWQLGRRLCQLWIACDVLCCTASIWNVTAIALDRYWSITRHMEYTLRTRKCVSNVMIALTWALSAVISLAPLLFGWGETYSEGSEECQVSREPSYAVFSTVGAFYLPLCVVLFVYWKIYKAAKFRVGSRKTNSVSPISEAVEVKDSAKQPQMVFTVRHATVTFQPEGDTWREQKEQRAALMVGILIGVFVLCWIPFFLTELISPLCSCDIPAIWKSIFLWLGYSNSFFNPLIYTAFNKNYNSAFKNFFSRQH
phage Ecoli inh = growth loss of phage-infected E. coli, primary screen, RecBCD inhibitor project, absorbance, with phage, HTS; inhibition, % at 11.9 µM; 360,000 tested, 0.26% active; AID 651602, 2012; in the data active means inhibition above about 11%
PKA-R1A act = activators of PKA-R1A holoenzyme, primary screen, biochemical, fluorescence polarization, Cy5-IP20, bovine R1A, mouse PKAc. cAMP-dependent protein kinase type I-alpha regulatory subunit (Bos taurus) + …. PKA-R1A dissociation; scaled: DMSO 0%, 113 µM cGMP 100%. activation, % at 11.4 µM. 340,000 tested, 0.083% active. AID 504707, 2011;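 active means percent activation above the mean of all tested compounds plus 3 SD, cut at about 19% in these data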;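 further: higher means more PKAc released from R1A so a rise in polarization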
PfHsp90 set2 = growth inhibition of PfHsp90-expressing yeast, primary screen, antimalarial PfHsp90 inhibitor project, S. cerevisiae, BacTiter-Glo luminescence, single point, set 2; BacTiter-Glo ATP, 48 h; yeast lacking PDR1 and PDR3 efflux regulators; inhibition, % at 9.4 µM; 310,000 tested, 0.32% active; AID 504621, 2011;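 active means every replicate shows inhibition above about 80%, whatever the replicate mean, limit read from the data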;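 further: 0% = DMSO neutral controls and 100% = 20 µM radicicol positive controls; yeast relying on Plasmodium falciparum Hsp90 in place of its own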
Tat export inh = E. coli Tat export inhibitors, primary screen, MC4100, TorA-mCherry reporter, fluorescence, single point; inhibition, % at 10 µM; 340,000 tested, 0.036% active;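 active means mean replicate inhibition at least 50% and at least half of replicates individually reaching 50%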;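 further: exported cargo escapes ClpAP degradation while cytoplasmic cargo is degraded and loses fluorescence; 0% = median of neutral control wells and 100% = median of NaSCN control wells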
E coli growth = E. coli V3065 growth inhibition, primary screen, counter-screen for AddAB inhibitor project, absorbance, OD600. 18 h. inhibition, % at 11.9 µM. 330,000 tested, 0.27% active. AID 449728, 2010;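 active means inhibition above the campaign's mean inhibition across all tested compounds plus 3 SD, cut at about 9.9% in these data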;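 further: uninfected addAB+ strain grown without phage in ampicillin broth; 0% = DMSO wells and 100% = ciprofloxacin 0.95 µg/ml wells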
AddAB inh = growth inhibition of E. coli expressing H. pylori AddAB, primary screen, AddAB inhibitor project, absorbance; 330,000 tested, 0.29% active; inhibition, % at 11.9 µM; in the data active means inhibition above about 12%;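 further: 0% = vehicle wells of infected cells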
OPRM1-OPRD1 inv = inverse agonists of MOR-DOR heterodimerization, primary screen, cell-based, luminescence. Mu-type opioid receptor (Homo sapiens) + Delta-type opioid receptor (Homo sapiens), …. cell-based MOR-DOR heterodimer luminescence, inverse agonism. inhibition, % at 9.3 µM. 340,000 tested, 0.21% active. AID 504357, 2011; in the data active means inhibition above about 22%, passing the limit was not always enough;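 further: 0% = cells with DMSO and 100% = wells without cells with DMSO; values of inactives mirror those of a sister screen read the other way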
Mot1-301 SUMO = yeast Mot1-301 growth rescue at high temperature, primary screen, SUMOylation pathway inhibitor project, S. cerevisiae, ATP luminescence, 38.5C; growth rescue, % at 18.8 µM; 320,000 tested, 1% active; S. cerevisiae Mot1-301 growth rescue; percent above DMSO median, 100 means doubled;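 active means every valid replicate shows activation above 250% relative to neutral control wells; inactive means the rest, any valid replicate at or below 250%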;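 further: OY570 slx delta 5 strain wells were the positive control but not used for scaling; some compounds called inactive have numbers as strong as hits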
PKA-R2B activ = activators of PKA-R2B holoenzyme, primary screen, biochemical, fluorescence polarization, Cy5-IP20, human; cAMP-dependent protein kinase catalytic subunit beta (Homo sapiens) + cAMP-dependent …; PKA-R2B holoenzyme dissociation; R2B truncated from residue 108, S112A mutant; 0% DMSO only, 100% 113 µM cGMP; activation, % at 11.4 µM; 340,000 tested, 0.079% active; AID 504700, 2011;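 active means activation above a cutoff set at the mean over all compounds plus 3 SD, cut at about 18% in these data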;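 further: higher means more holoenzyme dissociation and a rise in polarization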
Target sequence (P31323 whole entry, looked up, other chains not shown, the tested form may be a part): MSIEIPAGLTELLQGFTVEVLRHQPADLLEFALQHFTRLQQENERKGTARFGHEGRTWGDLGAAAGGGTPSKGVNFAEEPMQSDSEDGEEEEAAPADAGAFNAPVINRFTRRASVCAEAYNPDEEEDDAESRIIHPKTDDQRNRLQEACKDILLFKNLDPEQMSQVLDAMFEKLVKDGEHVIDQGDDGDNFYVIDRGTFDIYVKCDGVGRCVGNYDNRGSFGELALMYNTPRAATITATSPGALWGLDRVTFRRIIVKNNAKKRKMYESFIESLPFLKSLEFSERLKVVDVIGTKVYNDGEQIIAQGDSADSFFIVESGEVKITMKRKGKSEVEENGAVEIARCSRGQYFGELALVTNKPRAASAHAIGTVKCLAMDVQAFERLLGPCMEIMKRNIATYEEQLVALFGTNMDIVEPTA
MOR-DOR ag = agonists of OPRM1-OPRD1 heterodimerization, primary screen, cell-based, luminescence; 340,000 tested, 0.3% active; Mu-type opioid receptor (Homo sapiens) + Delta-type opioid receptor (Homo sapiens), …; cells; activation, % at 9.3 µM; AID 504326, 2011; in the data active means activation above about 18%;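 further: 0% = vehicle-treated cells and 100% = reference agonist; values of inactives mirror those of a sister screen read the other way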
Starred values were filed as active, the others as inactive; · = not tested or not shown.

SMILES	HTR5A inv ag	phage Ecoli inh	PKA-R1A act	PfHsp90 set2	Tat export inh	E coli growth	AddAB inh	OPRM1-OPRD1 inv	Mot1-301 SUMO	PKA-R2B activ	MOR-DOR ag
CC1Oc2ccccc2C=C1/C=N/Nc1ccc(C(=O)O)cc1 (stereo unspecified)	2	-0.1	-3	72	2	2.0	1.3	12	402*	-10	-2.2
COc1ccc(C(=O)OCC(=O)NCC2CCCO2)c(F)c1 (stereo unspecified)	4	2.0	3	-20	1	1.6	1.8	8	24	10	-2.0
O=C(CCc1ccccc1)NC(=S)Nc1cccc(C(=O)O)c1	-5	-1.8	-7	-17	6	0.0	0.2	13	11	8	-1.9
Cc1c(S(=O)(=O)N2CCCCC2)c(=O)n(C)c(=O)n1C	-22	2.7	-5	·	-13	-0.2	2.5	19	20	-14	-3.6
COc1cc(C)c(NC(=S)NCCCN2CCOCC2)cc1OC	-32	1.6	8	-3	-7	0.9	-0.6	14	4	-1	-2.6
Cc1ccc(-n2cnc(N)c2C(=O)c2cccc([N+](=O)[O-])c2)cc1	-7	2.9	-1	5	-4	1.1	0.8	11	2	-4	-2.1
CC1CN(C(=O)c2ccc(CNS(=O)(=O)c3cccc(Cl)c3)cc2)CC(C)O1 (stereo unspecified)	3	3.6	-4	24	-1	·	·	14	·	4	-4.4
O=C1C(Cl)=C(Oc2ccccc2)C(=O)c2ccccc21	17	-3.6	9	104*	-14	·	·	-17	·	7	3.3
O=C(c1cc(-c2cccc(O)c2)on1)N1CCOCC1	-3	1.1	-6	-1	1	-0.3	-2.0	11	17	-6	-1.9
CCSc1ncc(Cl)c(C(=O)N(Cc2ccc(N(C)C)cc2)C2CCS(=O)(=O)C2)n1 (stereo unspecified)	17	-0.2	-2	·	15	·	·	6	·	7	-1.3
O=C(COc1ccccc1-c1ccccc1)NN=C1CCCC1	31	2.6	-13	24	6	2.5	4.2	2	-5	2	-0.5
Cc1c(CCC(=O)N2CCC[C@H]2C(=O)O)c(=O)oc2c(C)c3oc4c(c3cc12)CCCC4	19	2.5	1	-19	2	-1.5	4.2	9	15	-12	-1.7
Cc1ccc(C(CC(=O)O)Nc2nc(N3CCCCC3)nc(N3CCCCC3)n2)cc1 (stereo unspecified)	10	1.2	-8	-16	20	-0.5	4.2	11	27	-4	-2.3
O=[N+]([O-])c1ccccc1CN1CCN(S(=O)(=O)c2ccccc2)CC1	-21	0.5	-10	-5	19	-0.9	-3.6	13	-11	-5	-2.7
CCOc1ccc(C(=O)CSc2nnc3ccccn23)cc1	-2	4.5	-4	-66	3	1.2	3.2	17	-1	0	-3.0
Cc1nc(C(F)(F)F)ccc1C(=O)NN1CCOCC1	-5	·	-5	-9	6	1.4	-1.8	0	-16	0	0.1
CNC(=S)N1N=C(c2ccc(Br)cc2)CC1c1ccc(Br)cc1 (stereo unspecified)	-22	4.3	5	-12	-3	3.2	7.4	3	-7	3	-0.6
Cc1ccc(NS(=O)(=O)c2cc(C(=O)NCCCN(C)C)ccc2Cl)cc1Cl	4	3.7	9	0	-2	·	·	13	·	-8	-2.6
CCN(CC)C(=S)SC1CCCCN(C(=O)c2ccccc2)C1=O (stereo unspecified)	5	-0.1	-4	-15	-3	-1.3	-0.1	-2	-3	-9	0.4
COc1ccc(NCC(=O)n2c(C)c(C)c3ccccc32)cc1	31	2.2	1	3	0	-4.3	2.6	-1	18	-3	0.1
CCN(CC)S(=O)(=O)c1ccc(-c2nnc(SCC(C)=O)o2)cc1	10	3.3	-6	·	7	-1.2	-0.5	12	1	-3	-2.5
CCCn1c(N)c(N2CCCCC2)c(=O)n(CC(=O)Nc2ccccc2C(F)(F)F)c1=O	4	3.3	-21	-12	12	-0.6	-0.7	16	2	-7	-3.2
CCC(C)NC(=O)COC(=O)c1ccccc1OCC(=O)Nc1ccc(Br)cc1 (stereo unspecified)	10	2.5	-2	20	8	0.0	2.5	-5	-10	1	1.0
COc1cc(/C=C(/C#N)C(=O)NC(C)c2ccccc2)cc(OC)c1O (stereo unspecified)	17	1.8	1	24	-5	-0.4	1.5	9	25	6	-1.6
O=C1c2ccccc2C(=O)N1CCc1nn[nH]n1	-37	0.0	6	-25	-6	-1.2	1.4	-2	-3	6	0.3
Cc1c(CN(C)Cc2cn(C)nc2-c2ccccc2F)[nH]c2ccccc12	-8	0.5	6	12	1	-1.6	0.3	-33	405	3	6.5
O=C(NC1(C(F)(F)F)NC(=O)N(c2ccccc2F)C1=O)c1ccncc1 (stereo unspecified)	-28	1.6	-3	-7	3	0.8	3.1	10	-3	-4	-1.9
COc1ccc(-c2n[nH]c(C)c2-c2cc(OC)ccc2O)cc1	-2	3.1	-2	-13	6	-2.1	3.0	-5	-6	7	0.8
Cc1ccc(NC(=O)COC(=O)c2ccc3c(c2)OCO3)cc1S(=O)(=O)N1CCCCC1	22	4.8	-12	4	-3	1.3	3.3	2	5	-20	-0.4
O=C(O)Cc1ccc(NC(=O)C(c2ccccc2)c2ccccc2)cc1	9	3.8	8	-8	-4	2.5	4.1	6	7	-5	-1.0
CN1C(=O)c2ccc(NC(=O)C3CC3)cc2C1=O	10	0.9	-6	-3	0	0.5	-0.7	8	5	2	-1.6
COc1ccc(-c2noc(-c3ccc(Br)o3)n2)cc1OC	24	0.8	-1	-14	2	-0.3	0.0	0	-1	-1	0.0
COc1ccc(Cl)cc1NC(=O)NC(C)C	17	0.9	-10	-12	0	-1.2	-0.8	6	-26	-8	-0.9
CC(c1ccccc1)N1CNc2c(c(=O)n(C)c(=O)n2C)C1 (stereo unspecified)	-7	-1.2	-9	22	-8	1.4	1.3	3	·	7	-0.5
C=CCn1c(=O)c2ccccc2n2c(SCc3cc(=O)n4ccsc4n3)nnc12	-10	0.2	1	2	6	-0.2	3.1	4	-13	5	-0.8
COc1ccc(C(=O)N(CN2CCCC2=O)c2nccs2)cc1OC	4	2.9	1	3	-3	-0.2	-0.3	-2	-22	0	0.4
OC(COc1cccc2ccccc12)CN1CCN(c2ccccn2)CC1 (stereo unspecified)	2	3.8	9	-45	5	-0.6	0.5	-23	-22	-5	4.0
O=C(N/N=C1/CCS(=O)(=O)c2ccc(F)cc21)c1ccccn1	-6	4.4	-1	2	-1	1.9	0.2	-1	·	7	0.2
COc1ccc(NC(=O)COC(=O)CNC(=O)c2cccs2)cc1Cl	2	0.1	1	-2	-4	3.3	2.1	9	0	-1	-2.2
CCNC(=O)COC(=O)c1ccc(NS(=O)(=O)c2ccc3c(c2)OCCO3)cc1	6	2.7	-10	21	16	-1.8	1.4	10	4	-2	-1.8
Cc1noc(C)c1S(=O)(=O)Nc1c(C)n(C)n(-c2ccccc2)c1=O	-15	2.7	-7	15	-2	1.1	-0.7	-11	-11	0	2.1
CN1C(C(=O)NCc2ccco2)=CC(c2ccc(F)cc2)=NS1(=O)=O	-23	-5.9	-8	5	5	-0.8	-1.5	15	1	3	-2.9
Oc1ccc(C(=S)N2CCN(Cc3ccccc3)CC2)cc1	-15	-0.8	1	40	0	3.1	4.8	13	-9	3	-2.6
COc1ccc(-c2cc3ccc(O)cc3oc2=O)cc1	-10	2.7	1	16	2	1.2	3.2	-3	-24	0	0.5
COc1ccc(OC)c(C2=C[N+](=O)C(C)(C)C(C)(C)N2[O-])c1	2	0.9	-8	-1	-8	1.2	2.2	6	-10	-5	-1.3
COc1ccc(CCNC(=O)c2ccc(Cl)nc2)cc1	4	1.2	4	1	-2	3.1	2.4	10	-10	7	-1.6
Nc1cccc(N2C(=O)c3cccc4c(N)ccc(c34)C2=O)c1	10	1.1	-10	17	2	0.9	-0.6	15	9	5	-2.9
CCOc1nc(Nc2ccc(F)cc2)nc(N2CCN(c3ccc(OC)cc3)CC2)n1	-10	0.6	-15	-14	-6	0.8	2.8	-12	3	-6	2.5
O=c1[nH]c2ccc(N/C(=N/S(=O)(=O)c3ccccc3)c3ccccc3)cc2[nH]1	23	3.7	2	26	-11	0.6	-1.7	18	2	1	-3.0
O=c1[nH]c(N2CCN(Cc3ccc4c(c3)OCO4)CC2)nc2c1CCCC2	6	4.6	9	-32	10	-0.3	4.0	15	6	-2	-2.9
Cc1ccc(Cn2ccc(NC(=O)c3cc(-c4ccc(F)cc4)on3)n2)cc1	17	3.6	0	·	-5	-0.5	-1.7	-10	34	12	1.9
O=C(CN1CCN(c2ccccc2)CC1)Nc1ccc(Oc2ccccc2)cc1	-13	2.3	-14	-2	2	-2.8	0.3	-7	-2	1	1.2
CN1CCc2nc(SCC(=O)Nc3ccc(Cl)cc3)c(C#N)cc2C1	12	5.3	-5	-46	18	-3.4	1.1	-1	-2	1	0.2
CCNc1nc(Oc2ccc(=O)n(-c3ccccc3)n2)nc(N2CCOCC2)n1	-3	1.3	-6	9	-2	1.1	-0.3	13	-1	10	-2.6
O=C(NC(Cc1c[nH]c2ccccc12)C(=O)Nc1ccc(OC(F)(F)F)cc1)c1cccs1 (stereo unspecified)	10	4.3	-14	12	0	3.4	-0.1	-42	-23	-5	6.0
NC(=O)COC(=O)CCCSc1nc2ccccc2s1	-32	4.0	7	10	10	-0.8	1.3	-3	·	1	0.7
CN(Cc1ccco1)C(=O)c1c[nH]c2ccc(S(=O)(=O)Nc3ccc4c(c3)OCCO4)cc2c1=O	7	4.5	2	-29	-15	0.2	2.2	0	2	-9	0.1
Cc1cc(NC(=O)c2cccc(S(=O)(=O)N3CCC(C)CC3)c2)no1	14	0.6	-9	-1	-3	-2.6	0.2	9	0	-4	-1.7
Oc1ccc(NCc2cccs2)cc1	-6	3.2	-11	26	-2	-0.8	0.2	-16	7	-4	3.4
O=C(c1ccc(Cl)c(S(=O)(=O)N2CCCCC2)c1)N1CCCC(C(F)(F)F)C1 (stereo unspecified)	-9	-0.3	-2	23	7	-0.2	1.4	6	0	-7	-1.5
Cc1ccc(-c2nnn(CC(=O)N(Cc3ccccc3)C(C(=O)NC3CCCC3)c3ccncc3)n2)o1 (stereo unspecified)	18	2.7	-7	-28	-6	-0.9	-1.2	-17	·	-10	3.2
CCCCNC(=O)CSc1nc(O)c(Cc2ccc(OC)cc2)c(=O)[nH]1	4	2.9	-18	10	2	-0.3	1.4	14	-7	-4	-2.8
